TDP1 cell noCPT: qHTS for Inhibitors of human tyrosyl-DNA phosphodiesterase 1 (TDP1): qHTS in cells in absence of CPT; DT40 Tdp1-/- hTDP1 cells, no CPT, ATP luminescence, 48 h; Potency, µM (doses to about 46.2 µM), for inactives: at the highest dose activity change, negative = growth inhibition, most hits filed as inhibitors; 420,000 compounds, 15% hits; AID 686978, 2013; note: nearly all actives have a fitted effect of over 55% in size
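Seeded 400 DT40-hTDP1 cells/well (vehicle DMSO, no 20 nM CPT); pinned compounds; ≥48 hr at 37 °C; CellTiter-Glo luminescence as viability measure.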
DT40 TDP1 CPT: growth inhibition of DT40 Tdp1-/-;hTDP1 cells with camptothecin (screen for TDP1 inhibitors) | chicken DT40 Tdp1-/-;hTDP1 cells + 20 nM CPT, ATP luminescence, 48 h | Potency, µM (doses to about 46.2 µM), without a hit: at the top dose activity change, negative = growth inhibition, usual class: inhibitors | 420,000 compounds, 12% hits | AID 686979; note: nearly all actives have a fitted effect of over 55% in size
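Chicken DT40 Tdp1-/- cells complemented with human TDP1, 400 cells/well, exposed to compounds plus 20 nM camptothecin for at least 48 h at 37 C; viability read as ATP content by CellTiter-Glo luminescence.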
TDP1 inh: blocks human tyrosyl-DNA phosphodiesterase 1; recombinant TDP1, AlphaScreen DNA substrate cleavage; Potency, µM (top dose mostly 130 µM), without a hit: at the top dose activity change, negative = inhibition, hits mostly inhibitors; 350,000 compounds, 0.28% hits; AID 485290; note: nearly all actives have a fitted effect of over 40% in size
Target sequence (Q9NUW8 whole entry, looked up): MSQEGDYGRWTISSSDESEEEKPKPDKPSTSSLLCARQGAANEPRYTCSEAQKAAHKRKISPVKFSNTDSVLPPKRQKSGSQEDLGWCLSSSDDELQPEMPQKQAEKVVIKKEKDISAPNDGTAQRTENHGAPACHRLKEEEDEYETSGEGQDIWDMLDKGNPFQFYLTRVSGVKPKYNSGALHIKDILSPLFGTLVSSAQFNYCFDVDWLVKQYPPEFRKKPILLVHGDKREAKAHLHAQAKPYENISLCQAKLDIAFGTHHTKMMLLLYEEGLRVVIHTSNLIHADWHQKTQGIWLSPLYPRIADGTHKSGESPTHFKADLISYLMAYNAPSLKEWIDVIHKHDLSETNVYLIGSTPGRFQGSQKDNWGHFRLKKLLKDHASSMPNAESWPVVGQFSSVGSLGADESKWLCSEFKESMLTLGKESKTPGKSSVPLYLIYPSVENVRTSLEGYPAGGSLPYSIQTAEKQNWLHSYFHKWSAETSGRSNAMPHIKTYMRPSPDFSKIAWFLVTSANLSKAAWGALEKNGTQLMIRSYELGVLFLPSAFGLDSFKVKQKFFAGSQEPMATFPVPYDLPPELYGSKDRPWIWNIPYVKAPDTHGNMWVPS
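Tdp1 1 nM final; 15 min RT w/ cpd; substrate 15 nM, 5 min; beads 10 ug/ml, 10 min; AlphaScreen read. Neg ctrl: no enzyme.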
An asterisk follows results filed as active; ? = inconclusive; . = no result given; & = joins results of further samples; [ ] = dose if it differs, or a comment. Calls come from the whole dose curve; as a rule, active = well fitted curve in the direction sought with a large enough effect; inconclusive = small, poorly fitted or top-dose-only effect, or another doubt; inactive = no such curve, though single readings can be large; an effect the other way counts as inactive or inconclusive. % is set by controls: 0 for no effect and ±100 for the full control effect; potency is the fitted concentration of half-maximal effect.

Each structure is followed by: TDP1 cell noCPT | DT40 TDP1 CPT | TDP1 inh
- CC(C)C[C@H](NC(=O)c1nc[nH]c1C(=O)N1CCN(C(=O)OC(C)(C)C)CC1)C(=O)OCc1ccccc1
    16µM* | 18µM* | 9%
- COc1ccc2ccccc2c1C(O)c1nccn1C (centres undefined)
    -3% | -18% | 4%
- COc1ccc(C(=O)CCC(=O)Nc2cc(Cl)c(O)c(Cl)c2)cc1
    -10% | 31%[activator] | .
- Cc1c(NC(=O)CSc2ccccc2F)c(=O)n(-c2ccccc2)n1C
    2% | 6% | 5%
- O=C(Nc1ccc(CN2CCOCC2)cc1)c1ccc(Br)o1
    -16% | 21% | .
- O=C(CNC(=O)c1ccco1)OCc1ccccc1F
    0% | 13% | -3%
- CN(C)CCCN(C(=O)c1ccco1)c1nc2c(F)cccc2s1
    ? | ? | 4%
- CCOC(=O)c1ccc(N2C(=O)c3[nH]nc(-c4ccc(OCC)cc4)c3C2c2ccc(OC)cc2OC)cc1 (centres undefined)
    18µM* | 21µM* | 7%
- O=C(Nc1cccc(S(=O)(=O)NC2=NCCC2)c1)c1cnc(Cl)c(Cl)c1
    -18% | -21% | 2%
- O=C(Cc1ccccc1)NNC1=NS(=O)(=O)c2ccccc21
    -8% | 15% | 0%
- CCNc1nc(NC(C)C)nc(-c2ccncc2)n1
    -8% | -21% | .
- O=C(Nc1ccc(F)cc1)N1CCC(c2nc3c(nnn3Cc3cccc(Cl)c3)c(=O)[nH]2)CC1
    -25% | -9% | 4%
- C[C@@H]1CN([C@H](C)CO)C(=O)CCCn2cc(nn2)CO[C@H]1CN(C)S(=O)(=O)c1ccc(C#N)cc1
    -16% | -8% | .
- O=C(O)c1ccc(S(=O)(=O)N(CCc2ccccc2)Cc2ccc(Cl)cc2)cc1
    -9% | -15% | .
- O=C(CSc1nnc(CNC(=O)c2ccccc2)o1)Nc1nccs1
    ? | -25% | 4%
- O=C(/C=C/c1ccccc1)N/C(=C/c1ccccc1)C(=O)NCCCO
    4% | 14% | 3%
- CC(C)CC(=O)NCCc1ccncc1
    -1% | -11% | 3%
- COC(=O)CCc1c(C)[nH]c(C(=O)OCc2ccccc2)c1C
    -6% | -23% | 8%&18%
- Cc1ccc(C(=O)OCC(=O)Nc2cccc(S(=O)(=O)N3CCCCC3)c2)s1
    ? | ? | .
- Cc1cc(Oc2cccc3c2S(=O)(=O)N(C2CCCC2)CC(COCc2ccccc2)O3)cc(C)c1C (centres undefined)
    16µM* | 23µM* | .
- CC(C)C[C@H]1CN=C(Nc2ccccc2)N1CCCC1CCCCC1
    18µM* | ? | .
- O=C(NCc1cccs1)C1CCCN(C(=O)Nc2ccc(F)cc2)C1 (centres undefined)
    3% | 1% | 7%
- O=C(Nc1nnc(S(=O)(=O)N2CCCC2)s1)c1ccccc1F
    ? | -6%&-19% | -1%
- COc1ccccc1N1CCN(C(=O)/C=C/c2ccc(C)cc2)CC1
    13µM* | ? | 5%
- Cc1ccc(C)c(S(=O)(=O)Nc2ccccc2C(=O)Nc2ccccc2N2CCOCC2)c1
    -17% | -19% | -3%
- CC1C(=O)N2CCCc3cc(NC(=O)C4CCCCC4)cc1c32 (centres undefined)
    0% | -11% | 2%
- O=C(CCN1C(=O)c2ccc([N+](=O)[O-])cc2C1=O)Nc1ccc(O)cc1C(=O)O
    -2% | 1% | 5%
- CC(C)(C)NC(=O)NC(=O)CN1CCN(C(c2ccccc2)c2ccccc2)CC1
    ? | 9.2µM* | 5%
- O=C(CSc1nnc2scc(-c3ccc(F)cc3)n12)NCc1ccco1
    -2% | -3% | 0%
- Cc1ccc(C(=O)O/N=C2\CCCc3ccccc32)cc1
    -7% | -6% | -6%
- O=C(C#Cc1ccccc1)NCc1ccccc1F
    ? | ? | 3%
- O=C(NC(=S)Nc1ccc2c(c1)OCCO2)c1ccccc1F
    7% | -24% | -4%
- CN1CCc2c(sc3c2C(=O)NC(c2ccc(-c4cccc(Cl)c4)o2)N3)C1 (centres undefined)
    ? | ? | .
- COc1ccc(-n2c(-c3ccco3)nc3c(cnn3-c3ccccc3Cl)c2=O)cc1
    ? | ? | 5%
- CNC(=O)N(O)C1N(/N=C/c2cccs2)C(=S)SC1(C)C (centres undefined)
    -9% | -8% | -3%
- CCCn1c(CCC(=O)Nc2ccc(OCC)cc2)nc2cccnc21
    ? | ? | 1%
- CS(=O)(=O)c1ccc(C(=O)OCC(=O)NNC(=O)COc2ccc(Cl)cc2)cc1
    -5% | 6% | -10%[0.505 µM]
- COc1ccccc1N1CCN(CC(=O)NC(=O)NCc2ccccc2)CC1
    ? | ? | .
- COc1ccc(N2C(=S)NC3c4cc(Cl)ccc4OC2(C)C3C(=O)N(C)C)cc1 (centres undefined)
    ? | 29µM* | 0%
- O=C(CCC(=O)N1CCOc2ccccc21)Nc1ccccc1Cl
    -2% | -23% | .
- COc1cccc(CN2CC(C(=O)NCc3ccc(C)c(F)c3)CCC2=O)c1 (centres undefined)
    -11% | -7% | 0%
- Cc1ccc(NC(=O)Cn2cc(C(=O)C3CCCCC3)c3ccccc32)cc1
    ? | ? | 2%
- COc1ccc(Cl)cc1Cn1c(C)c(C(=O)NCc2ccccc2C(F)(F)F)sc1=O
    -19% | -47% | .
- O=S(=O)(Cc1ccccc1Cl)Nc1ccccn1
    -6% | -5% | 0%
- CN(CC(=O)Nc1ccccc1Cl)C(=O)CSc1nnc(-c2ccco2)n1C
    18% | 5% | -3%[56.1 µM]
- Cc1ccc(CNC(=O)c2ccc(N3CCC4(CC3)CC(c3ccccc3)=NO4)c(NC(=O)c3c(Cl)cccc3Cl)c2)cc1
    -17% | -1% | -4%
- O=C(C[C@@H]1C[C@@H]2c3cc(NC(=O)C4CCOCC4)ccc3O[C@@H]2[C@H](CO)O1)NCc1ccccn1
    -13% | -2% | .
- CCOc1ccccc1NC(=O)Cn1c(=O)oc2cc(Cl)ccc21
    4.6µM* | -18% | .
- COc1cc2c(cc1OC)C(c1cc3cc4c(cc3[nH]c1=O)OCO4)N(C(=O)C(C)C)CC2 (centres undefined)
    -4% | ? | -3%
- CC(C)[C@H](NC(=O)c1ccco1)C(=O)Nc1ccc(OC(F)F)cc1
    -6% | -6% | .
- Cc1cc(NC(=O)CSc2nnc(CNC(=O)c3ccc(C(C)(C)C)cc3)o2)no1
    11% | -7% | 3%[56.1 µM]
- CC1CCN(C(=O)c2ccc(NC(=O)c3cccs3)cc2)CC1
    -14% | -25% | -8%
- CCC[C@H]1CN(c2ccccc2)C(=O)[C@@H]1CC(=O)Nc1ccccc1
    ? | -14% | .
- COc1ccc(C(=O)Nc2ccc(NC(=O)c3cnccn3)cn2)cc1
    -10% | 3% | 8%
- CN[C@@H](CO)C(=O)NC[C@H]1O[C@@H](n2cnc3c(N)ncnc32)[C@H](O)[C@@H]1O
    1% | 0% | .
- CCCCCCN1C=CC=C/C1=C/C=C(C#N)C#N
    ? | ? | 4%
- CC(O)(c1cccnc1)c1nc(-c2ccc3c(c2)OCO3)cs1 (centres undefined)
    ? | 16µM* | .
- O=C(NC1CCCCC1)N1CCN(S(=O)(=O)c2ccc(F)cc2)CC1
    -9% | 18% | 2%
- Cc1csc(NC(=O)COc2ccc3c(C)cc(=O)oc3c2)n1
    -7% | -9% | 0%
- Cc1cc(NC(=O)CCCN2C(=O)/C(=C/c3cccs3)SC2=S)no1
    -7% | -7% | 3%

Other entries follow:
SMILES	TDP1 cell noCPT	DT40 TDP1 CPT	TDP1 inh
Cc1cccc(NC(=O)NNC(=O)c2cc(-c3ccccc3Cl)nc3ccccc23)c1	?	?	5%
CC(=O)c1cccc(NC(=O)C(CC(C)C)NS(=O)(=O)c2ccc3c(c2)CCN3C(C)=O)c1 (centres undefined)	-8%	-7%	0%
COc1c2ccccc2nn1C(C)C	-7%	25%	.
CN1CCN(C(=S)c2cn(CCOc3ccccc3F)c3ccccc23)CC1	18µM*	?	10%
Clc1ccc(SCCCN2CCCCC2)cc1	?	-7%	.
CCOc1ccc(CNC(=O)Nc2ccccc2)cc1	6%	7%	.
CSc1ccc(/C=C2\C=C(C(O)c3ccc(SC)cc3)c3ccccc32)cc1 (centres undefined)	10µM*	10µM*	.
Cc1ccccc1-c1n[nH]nc1C1=CC(=O)CC(C)(C)C1	-21%	-1%	.
Cc1ccc(C)c(N2CCN(S(=O)(=O)c3ccc4c(c3)C(C)(C)C(=O)N4C)CC2)c1	23µM*	?	.
CCOC(=O)c1[nH]c2ccccc2c1NC(=S)Nc1cc(C)ccc1C	-25%	?	3%
COc1ccc(NC(=O)CN(C)C2CCCCC2)cc1Cl	-24%	-6%	0%
COc1cccc2c(=O)n(CC(=O)Nc3cccc(F)c3)ccc12	?	-25%	-5%
CCS(=O)(=O)N1CCC(C(=O)Nc2cc([N+](=O)[O-])ccc2C)CC1	-6%	8%	0%
CSc1ccccc1NC(=O)CN(C)C(=O)c1ccc(-n2cccn2)cc1	?	?	-1%
Cc1onc(-c2ccccc2Cl)c1C(=O)NCc1nnnn1-c1ccc(F)c(F)c1	-11%	-17%	.
CC(=O)c1ccc(N2CCN(C(=O)[C@H](C)NC(=O)c3ccccc3Cl)CC2)cc1	?	?	9%
CC(=O)NC1C(OCCOc2ccc(Cl)cc2C)OC(CO)C(O)C1O (centres undefined)	0%	0%	.
CCCn1c(SCC(=O)Nc2nnc(CC)s2)nnc1-c1ccco1	-6%	-14%	3%
O=C(/C=C/c1cccs1)c1ccc(NC(=O)c2cccc(Br)c2)cc1	?	?	3%
CCCc1ccc(-c2cc(C(=O)NC3=NCCS3)c3ccccc3n2)cc1	?	?	3%
O=[N+]([O-])c1cc(CN2CCCC2)ccc1Sc1ccc(Cl)cc1	8.2µM*	10µM*	8%
COc1ccc(C2(c3ccc(OC)cc3)NC(=O)N(CC(=O)Nc3ccc(N4CCOCC4)cc3)C2=O)cc1	-16%	?	1%
CCc1nnc(NC(=O)c2cccc(NC(=O)C(C)C)c2)s1	-19%	-11%	5%
C=C(Cl)COc1ccc2c(CCCC)cc(=O)oc2c1	?	?	-5%
Cc1cc(=O)oc2cc(OCC(=O)N3CCN(C(=O)c4ccco4)CC3)ccc12	-1%	2%	0%
OC(CN1CCC(Cc2ccc(F)cc2)CC1)c1ccc(Cl)cc1 (centres undefined)	-27%	-2%	10%[56.1 µM]
O=C(Nc1ccccc1)c1ccc(Br)c(S(=O)(=O)Nc2ccccn2)c1	3%	6%	2%
O=C(Nc1ccc(-c2ccco2)cc1)C1CCCN(Cc2ccco2)C1 (centres undefined)	?	?	.
Cc1ccc(OCCC(=O)Nc2ccc3c(c2)OCCCO3)cc1	-24%	-23%	0%
COc1cccc(Nc2nc(-c3sc(NC(=O)c4ccco4)nc3C)cs2)c1	23µM*	?	5%
COCCn1c(SC(C)C(=O)Nc2ncc(Cl)cc2Cl)nc2ccccc21 (centres undefined)	-23%	?	2%
COC(=O)[C@H]1[C@H]2C[C@@H]3c4[nH]c5cc(OC)ccc5c4CCN3C[C@H]2C[C@@H](OC(=O)COc2ccc(OC)cc2)[C@@H]1OC	-21%	-4%	.

An excerpt of these results, as labelled records:
COc1cccc(Nc2nc(-c3sc(NC(=O)c4ccco4)nc3C)cs2)c1
  TDP1 cell noCPT: 23µM*; DT40 TDP1 CPT: ?; TDP1 inh: 5%
COCCn1c(SC(C)C(=O)Nc2ncc(Cl)cc2Cl)nc2ccccc21 (centres undefined)
  TDP1 cell noCPT: -23%; DT40 TDP1 CPT: ?; TDP1 inh: 2%

Compounds shown so far with an aryl thioether with sulfur outside any ring, in the order listed:
SMILES	TDP1 cell noCPT	DT40 TDP1 CPT	TDP1 inh
Cc1c(NC(=O)CSc2ccccc2F)c(=O)n(-c2ccccc2)n1C	2%	6%	5%
O=C(CSc1nnc(CNC(=O)c2ccccc2)o1)Nc1nccs1	?	-25%	4%
O=C(CSc1nnc2scc(-c3ccc(F)cc3)n12)NCc1ccco1	-2%	-3%	0%
CN(CC(=O)Nc1ccccc1Cl)C(=O)CSc1nnc(-c2ccco2)n1C	18%	5%	-3%[56.1 µM]
Cc1cc(NC(=O)CSc2nnc(CNC(=O)c3ccc(C(C)(C)C)cc3)o2)no1	11%	-7%	3%[56.1 µM]
Clc1ccc(SCCCN2CCCCC2)cc1	?	-7%	.
CSc1ccc(/C=C2\C=C(C(O)c3ccc(SC)cc3)c3ccccc32)cc1 (centres undefined)	10µM*	10µM*	.
CSc1ccccc1NC(=O)CN(C)C(=O)c1ccc(-n2cccn2)cc1	?	?	-1%
CCCn1c(SCC(=O)Nc2nnc(CC)s2)nnc1-c1ccco1	-6%	-14%	3%
O=[N+]([O-])c1cc(CN2CCCC2)ccc1Sc1ccc(Cl)cc1	8.2µM*	10µM*	8%
COCCn1c(SC(C)C(=O)Nc2ncc(Cl)cc2Cl)nc2ccccc21 (centres undefined)	-23%	?	2%

No enrichment for hits; any-hit rate near 18%.
